# Tb PGK inh = blocks T. brucei phosphoglycerate kinase | 380,000 tested, 0.043% active | Potency, µM (highest dose often 57.5 µM), for the others: at the top dose activity change, negative = inhibition, hits mostly inhibitors | PGK/GAPDH coupled, Kinase-Glo luminescence, 60 min | AID 602233; further: on the % scale 0 is the no-effect control and ±100 the full control effect; nearly all actives have a fitted effect of over 60% in size
#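 Luminescent ATP detection (Kinase-Glo Plus) follows a 60-minute room-temperature incubation, with wells lacking PGK as controls. Buffer: 100 mM TEA (pH 7.6), 5 mM MgCl2, 0.01% Tween-20. Coupling enzyme GAPDH (100 nM final) supplies unstable 1,3-BPG in-well.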
# Pin1 inhibitor = inhibitors of human Pin1. Q13526. Potency, µM (titrated, usually from 115 µM), for inactives: at the highest dose activity, negative = inhibition, most hits filed as inhibitors. 390,000 tested, 0.009% active. Pin1 FP peptide displacement, HiFluor488, 10 min; active means well fitted inhibition curve with a large enough effect in the polarisation, with a control signal flat, not every such curve was filed as active; inconclusive means small, poorly fitted or top-dose-only effect, or effect the other way, or a change in a side signal; inactive means no such curve, though single readings can be large or run the other way; the % refers to the polarisation; further: on the % scale 0 is the no-effect control and ±100 the full control effect
# Target sequence (Q13526 whole entry, looked up): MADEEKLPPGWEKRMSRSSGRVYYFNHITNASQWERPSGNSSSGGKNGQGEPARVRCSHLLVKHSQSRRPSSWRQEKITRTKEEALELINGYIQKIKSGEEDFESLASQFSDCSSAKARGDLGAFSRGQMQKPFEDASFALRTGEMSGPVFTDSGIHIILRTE
# HP1b chromo inh = HP1-beta chromodomain-methylated histone interaction inhibition; P83916; AlphaScreen HP1-beta / biotin-H3K9me3 peptide binding; Potency, µM (titrated, usually from 114 µM), for the others: at the highest dose activity change, negative = inhibition, usual class: inhibitors; 390,000 tested, 0.56% active; AID 540317; further: nearly all actives have a fitted effect of over 70% in size; inactives centre near 23
# Target sequence (P83916 whole entry, looked up): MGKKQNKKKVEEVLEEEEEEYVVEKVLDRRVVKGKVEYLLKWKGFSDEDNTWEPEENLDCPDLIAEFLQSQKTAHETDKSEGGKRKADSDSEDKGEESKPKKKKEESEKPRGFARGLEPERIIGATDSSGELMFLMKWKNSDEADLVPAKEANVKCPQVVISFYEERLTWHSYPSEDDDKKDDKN
#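 HP1-beta protein (50 nM final) preincubated 30 min at room temperature with biotinylated H3(1-18)K9me3 peptide (50 nM) in PBS pH 7.4, 0.01% Tween-20, then compound added for 30 min. AlphaScreen streptavidin donor/nickel chelate acceptor beads (10 ug/mL final), 30 min dark, luminescence read.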
# POLI inh = blocks human DNA polymerase iota activity. Potency, µM (highest dose often 115 µM), without a hit: top-dose activity, negative = inhibition, most hits filed as inhibitors. 390,000 tested, 1% active. Pol iota fluorescent replication assay, 10 min
#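 Pol iota at 10 nM preincubated 15 min with compounds at room temperature; reaction started with fluorescent substrate, 50 nM final. Fluorescence read kinetically at 0 and 10 min; buffer-only wells as negative control.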
# G9a block = G9a (human) methyltransferase inhibition; Q96KQ7; G9a H3K9 monomethylation, AlphaScreen, 2 h; Potency, µM (titrated, usually from 102 µM), inactives show at the top dose activity, negative = inhibition, usual class: inhibitors; 350,000 tested, 8.8% active; further: on the % scale 0 is the no-effect control and ±100 the full control effect; nearly all actives have a fitted effect of over 75% in size
#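 AlphaScreen detection with an anti-monomethyl H3K9 antibody quantified product after a 2 h room-temperature reaction containing 500 nM biotinylated H3K9 peptide, 20 µM SAM and 20 nM enzyme, which had been preincubated 15 min with compound.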
# GLS inhibitor = inhibitors of human glutaminase (GLS); Potency, µM (series often up to 45.5 µM), for the others: top-dose activity change, negative = inhibition, actives largely listed as inhibitors; 410,000 tested, 0.21% active; GLS enzymatic activity, qHTS titration; AID 624170; O94925; further: on the % scale 0 is the no-effect control and ±100 the full control effect
# Target sequence (O94925 whole entry, looked up): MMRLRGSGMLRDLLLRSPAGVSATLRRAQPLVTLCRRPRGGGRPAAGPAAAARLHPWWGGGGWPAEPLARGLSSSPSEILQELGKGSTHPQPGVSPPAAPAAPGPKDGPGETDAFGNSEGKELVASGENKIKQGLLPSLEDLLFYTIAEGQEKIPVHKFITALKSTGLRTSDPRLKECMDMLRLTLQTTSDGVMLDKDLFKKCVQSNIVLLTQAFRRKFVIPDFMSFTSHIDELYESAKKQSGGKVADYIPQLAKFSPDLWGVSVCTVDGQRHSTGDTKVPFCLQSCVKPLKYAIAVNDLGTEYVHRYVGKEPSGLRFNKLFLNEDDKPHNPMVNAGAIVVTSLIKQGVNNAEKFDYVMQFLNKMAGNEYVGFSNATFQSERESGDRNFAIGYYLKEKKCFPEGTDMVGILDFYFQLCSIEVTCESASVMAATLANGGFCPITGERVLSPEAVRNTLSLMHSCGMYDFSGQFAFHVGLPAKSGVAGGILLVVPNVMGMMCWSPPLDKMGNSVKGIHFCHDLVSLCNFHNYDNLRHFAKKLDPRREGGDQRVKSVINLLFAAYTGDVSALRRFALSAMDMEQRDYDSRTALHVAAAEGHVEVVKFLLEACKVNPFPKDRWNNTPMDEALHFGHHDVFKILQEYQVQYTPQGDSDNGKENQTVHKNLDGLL
#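 Assay buffer: 45 mM KH2PO4 pH 8.2, 0.02% Tween-20. hKGA acts on L-glutamine (1 mM solution added); product glutamate is reported by an oxidase/peroxidase Amplex Red coupling, with fluorescence taken at baseline and 30 min.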
# BAZ2B block = BAZ2B (human) inhibition | Q9UIF8 | AlphaScreen BAZ2B-H3K14Ac peptide displacement | Potency, µM (top dose mostly 114 µM), for the others: top-dose activity change, negative = inhibition, hits mostly inhibitors | 360,000 tested, 4.4% active | AID 504333; further: on the % scale 0 is the no-effect control and ±100 the full control effect; nearly all actives have a fitted effect of over 60% in size
#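 In this displacement format the biotinylated H3(5-23) peptide acetylated at Lys14 serves as ligand at 50 nM, with BAZ2B at 50 nM in PBS pH 7.4 containing 0.01% Tween-20. Donor and acceptor beads are 10 ug/mL final.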
# BLM helicase inh = inhibitors of human Bloom syndrome helicase BLM; recombinant BLM DNA unwinding, fluorescence dequenching; P54132; 350,000 tested, 0.2% active; Potency, µM (titrated, usually from 56.1 µM), for the others: top-dose activity change, negative = inhibition, hits mostly inhibitors;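 further: plate controls were vehicle for no effect and no enzyme for full effect; nearly all actives have a fitted effect of over 35% in size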
# JMJD2A Tudor inh = inhibitors of human JMJD2A Tudor domain; AID 504339; AlphaScreen JMJD2A-Tudor / H3K4me3 peptide binding; Potency, µM (doses to about 114 µM), inactives show top-dose activity change, negative = inhibition, hits mostly inhibitors; 390,000 tested, 4.4% active; O75164; further: on the % scale 0 is the no-effect control and ±100 the full control effect; nearly all actives have a fitted effect of over 50% in size
# The depositor's hits bear a star; i = inactive; u = inconclusive; x = no result given; & = joins results of further samples; ! = a repeat was not active; [ ] = remark or other dose. Unless noted, the call rests on the fitted dose curve; in most records, active means well fitted curve in the direction sought with a large enough effect; inconclusive means small, poorly fitted or top-dose-only effect, or another doubt; inactive means no such curve, though single readings can be large; an effect the other way counts as inactive or inconclusive. Potency means the concentration at half of the fitted maximal effect. An excerpt (hit frequency here may not be typical).
Tb PGK inh,Pin1 inhibitor,HP1b chromo inh,POLI inh,G9a block,GLS inhibitor,BAZ2B block,BLM helicase inh,JMJD2A Tudor inh,structure
12%,2%,19%,-13%,25%[59 µM],-6%,-4%,-9%,0%,COc1ccc(/C=N/NC(=O)Cn2c(Cc3ccc(OC)c(OC)c3)nc3ccccc32)cc1OC
-2%,0%,12%,15%,x,-29%,x,x,-18%,COc1ccc(S(=O)(=O)N/N=C(/C)c2ccc(C)o2)cc1
i,-6%,-1%,17%,45µM*,16%,-15%,x,-25%,O=C1Cc2cc(NS(=O)(=O)c3ccc([N+](=O)[O-])cc3)cc3c2N1CCC3
5%,u,-10%,-4%,-3%,17%,2%,-1%,-18%,O=C(CN1CCN(Cc2ccccc2)CC1)NCc1ccccc1Cl
x,0%,37%,24%,-2%[2.33 µM],5%,1%,-7%,-17%,CCCN1C(=O)c2ccccc2NC1c1ccc(Cl)c(Cl)c1 (configuration not stated)
i,-12%,16%,-2%,u,20%,6%,-7%,-3%,CC(C)(C)C(=O)CNS(=O)(=O)c1ccc(S(=O)(=O)NC2CCCC2)cc1
-6%,0%,0%,43%[activator],u,-6%,-31%,-11%,-4%,CC(=O)c1cccc(NC(=S)Nc2cccc3ccccc23)c1
1%,6%,48%[activator],39%[activator],7%,-3%,-21%,-1%,9%,CCOc1nc(NCCO)nc(Nc2ccccc2F)n1
-1%,-5%,6%,u,10µM*,-11%,3%,-1%,-18%,Cc1ccc(C(c2c(O)nc3n(c2=O)CCS3)c2c(O)nc3n(c2=O)CCS3)cc1
-6%,u,-1%,15%,u,4%,u,-6%,u,C=CCn1c(SCC(O)Cn2c3ccccc3c3ccccc32)nnc1-c1ccco1 (configuration not stated)
8%,x,14%,u,9%[21.5 µM],0%&-13%,x,-3%,u,CC(O)(P(=O)(O)O)P(=O)(O)O
-3%,0%,10%,10%,u,1%,-3%,-12%,-12%,CCOC(=O)c1ccc(CNCc2ccccc2)cc1
-7%,11%,27%,14%,16%[0.501 µM],0%,-4%,-3%,3%,O=C(NCCCC(=O)N1CCCCC1)c1ccc(Cl)cc1
-8%,-1%,20%,2%,-9%[12.7 µM],11%&1%,x,2%,-11%,C/C(=C\C(=O)OCCCCCCCCC(=O)O)C[C@@H]1OC[C@H](C[C@@H]2O[C@H]2[C@@H](C)[C@H](C)O)[C@@H](O)[C@H]1O
9%,0%,20%,29%,2%,0%,4%,-7%,4%,CN(c1ccc(C(=O)NCCSC(C)(C)C)cc1)S(=O)(=O)c1ccccc1
8%,8%,23%,-3%,7%,0%,-6%,-3%,-16%,O=C(Nc1ccccc1-c1ccccc1)c1ccccc1[N+](=O)[O-]
-12%,11%,33%,-3%,-4%[59 µM],1%,3%,-1%,-22%,CSc1nnc(NC(=O)c2ccc(C)c(S(=O)(=O)N3CCOCC3)c2)s1
-3%,-3%,23%,12%,u,7%,0%,x,-24%,O=C(Nc1ccncc1)C1CCN(S(=O)(=O)c2ccc(Cl)c(C(F)(F)F)c2)CC1
-5%,6%,25%,-9%,-4%,-5%,-12%,-2%,1%,COc1ccc(-c2csc(NC(=O)CN3C(=O)CCC3=O)n2)cc1
8%,-17%,50µM*,50µM*,23%[59 µM],0%,5%,-7%,20µM*,O=C(CCc1ccccc1)NNC(=O)COc1ccc(Br)cc1
i,8%,35%[activator],-3%,-12%[59 µM],-3%,13%,-2%,-10%,CCOC(=O)C(NC(=O)c1ccc(OC)cc1)(OCC1(CC)COC1)C(F)(F)F (configuration not stated)
-8%,-7%,39%[activator],36%[activator],6%,5%,20%,0%,6%,Cc1ccc(OCc2nnnn2-c2ccccc2)cc1
8%,-1%,1%,79%[activator],5%,-4%,0%,-5%,-13%,CC1CCN(C(=O)/C(=C\c2ccccc2)NC(=O)c2ccccc2)CC1
-9%,0%,17%,-2%,-12%[59 µM],3%,11%,-6%,-2%,O=C(c1ccc(S(=O)(=O)Nc2ccccc2)cc1)N1CCOCC1
x,2%,12%,-1%,7%,5%,-1%,2%,-16%,COc1ccc2c(c1)c(C(C)=O)c(C)n2-c1ccccc1

# (more compounds)
Tb PGK inh,Pin1 inhibitor,HP1b chromo inh,POLI inh,G9a block,GLS inhibitor,BAZ2B block,BLM helicase inh,JMJD2A Tudor inh,structure
i,-18%,18%,20%,-33%,13%,-31%,-1%,-12%,COc1ccc(Nc2nc3ccccc3nc2NS(=O)(=O)c2ccc(NC(C)=O)cc2)cc1
0%,-11%,69%[activator],16%,40µM*,-3%,0%,-5%,-16%,COc1ccc(N2C(=O)CC(N3CCC(O)(c4cccc(C(F)(F)F)c4)CC3)C2=O)cc1 (configuration not stated)
11%,5%,11%,14%,u,24%,56µM*,-8%,u,CCc1ccc(CN2CCc3nc(N4CCN(CC)CC4)ncc3C2)cc1
-7%,-16%,30%,6%[58.9 µM],-23%[12.7 µM],-3%,-28%,0%,4%,CCOc1cc(C(=O)NCc2ccncc2)cc(OCC)c1OCC
2%,-12%,32%,-16%,2%,8%,-2%,-2%,-1%,O=C(O)CCCCCNC(=O)/C=C/c1ccco1
6%,-13%,27%,u,u,8%,-34%,-7%,-12%,COC(=O)CSc1nnc(-c2ccoc2C)n1-c1ccc(C)cc1
i,0%,2%,-11%,9%[59 µM],-15%,-1%,-5%,-31%,Cc1cc(C)n(CCc2nc3c4ccccc4nc(N4CCN(c5ccccc5)CC4)n3n2)n1
-3%,4%,3%,146%[activator],1%,-2%,-1%,-1%,-6%,CC(C)CCc1noc(CN(C)CC2CCN(Cc3ccccc3)CC2)n1
2%,3%,13%,8%,-34%,7%,4%,x,2%,CCC(=O)c1ccc(OCC(=O)OCC(=O)NC2CCCC2)cc1
-4%,-13%,8%,0%,4%[59 µM],-13%,u,-2%,-6%,COc1cccc(CN2CCNC(=O)C2CC(=O)NCCCn2ccnc2)c1 (configuration not stated)
1%,-5%,-1%,-9%,-1%,4%,3%,2%,-5%,COCCN(C(=O)c1csnn1)C(C(=O)NC1CCCCC1)c1ccccc1 (configuration not stated)
-10%,1%&0%,42%[activator],8%&24%,32µM*!,1%&-10%,9%&-1%,-5%&1%,-11%&-5%,COc1ccc(NC(=O)CN2CCN(CC(=O)Nc3ccccc3F)CC2)c(OC)c1
3%,9%,37%,-4%,13%[12.7 µM],-5%,13%,-11%,3%,CCOC(=O)C(C)Sc1cc(CS(=O)(=O)c2ccccc2)nc(-c2ccccc2)n1 (configuration not stated)
-1%,-3%,28%,77%[activator],1%[59 µM],-6%,6%,-2%,-9%,COC(=O)c1ccc(C(=O)OC)c(NC(=O)COC(=O)c2ccccc2OC)c1
x,14%,4%,13%,-40%,6%,u,-5%,-35%,Cc1ccc(S(=O)(=O)N2CCOC2CNC(=O)C(=O)NCCc2c[nH]c3ccccc23)cc1 (configuration not stated)
i,-1%,25%,-10%,1%[12.7 µM],6%,-28%,-3%,-14%,O=C(NCCC1=CCCCC1)C1CCN(C(=O)Nc2ccccc2)CC1
1%,-3%,-9%,33%[activator],x,5%,x,x,-1%,Cc1cc(C(=O)NC2CCCCCCC2)ccc1[N+](=O)[O-]
3%,5%,30%,37%[activator],x,-7%,x,x,0%,CCC1(CC)CNC(=O)NC1
2%,-11%&-3%,20%&19%,2%&8%,u,24%,u,-3%&0%,-23%&-14%,COC(=O)c1ccc([C@@H](O)[C@H](C)C(=O)CC(=O)OC(C)(C)C)cc1
8%,-9%,46%[activator],14%,11%,17%,0%,-14%,-11%,CCn1cnc2cc(NS(=O)(=O)c3ccc(OC)c(OC)c3)ccc21
-4%,-4%,-16%,20%,10µM*,-3%,5%,-1%,-8%,CSc1ccc(C(=S)N2CCN(CCO)CC2)cc1
-5%,-1%,34%[57 µM],16%,0%[59 µM],2%,4%,0%,-21%,CCC(=O)N1CCCc2cc(S(=O)(=O)N3CCC(C(=O)NC4CCCCC4)CC3)ccc21
-5%,1%,1%,11%,x,-10%,15%,2%,-17%,COc1ccc(N2C(=S)NC3CS(=O)(=O)CC32)cc1 (configuration not stated)
2%,u,41%[activator],28%,16%,2%,7%,-2%,1%,CCCC(=O)O[C@]1(C(=O)CO)CC[C@H]2[C@@H]3CCC4=CC(=O)CC[C@]4(C)[C@H]3[C@@H](O)C[C@@]21C
-2%,3%,27%,13%,35µM*,1%,0%,x,-6%,COC(=O)c1ccc(OC(=O)CCS(=O)(=O)c2ccc(C)cc2)cc1

# (cont.)
Tb PGK inh,Pin1 inhibitor,HP1b chromo inh,POLI inh,G9a block,GLS inhibitor,BAZ2B block,BLM helicase inh,JMJD2A Tudor inh,structure
7%,0%,16%,-8%,x,21%,-10%,0%,-18%,COc1cccc(CNC(=O)COc2cc(O)c3c(c2)OC(C)(C)CC3=O)c1
-9%,0%,4%,188%[activator],-13%[59 µM],3%,3%,2%,-5%,Cn1c(CC(=O)NCCO)c(Sc2ccccc2)c2ccccc21
7%,3%,53%[activator],51%[activator],x,-4%,x,x,5%,CC(NC(=O)c1ccccc1Cl)c1ccc(-n2ccnc2)cc1 (configuration not stated)
6%,-1%,26%,13%,1%[12.7 µM],16%,-5%,0%,-22%,CCc1cc(=O)oc2c3c(cc(OCC(=O)NC4CC4)c12)OC(C)(C)CC3
-3%,24%,23%,29%,-2%,-1%,-6%,2%,-19%,COc1cc(OC)cc(C(=O)NCCN2C(=O)S/C(=C\c3cccs3)C2=O)c1
-6%,-9%,9%,104%[activator],x,-1%,x,x,-29%,Cc1ccc(C(=O)NCC(C)NC(=O)c2ccc(C)c([N+](=O)[O-])c2)cc1[N+](=O)[O-] (configuration not stated)

# Compounds shown so far that contain a tert-butyl group:
Tb PGK inh,Pin1 inhibitor,HP1b chromo inh,POLI inh,G9a block,GLS inhibitor,BAZ2B block,BLM helicase inh,JMJD2A Tudor inh,structure
i,-12%,16%,-2%,u,20%,6%,-7%,-3%,CC(C)(C)C(=O)CNS(=O)(=O)c1ccc(S(=O)(=O)NC2CCCC2)cc1
9%,0%,20%,29%,2%,0%,4%,-7%,4%,CN(c1ccc(C(=O)NCCSC(C)(C)C)cc1)S(=O)(=O)c1ccccc1
2%,-11%&-3%,20%&19%,2%&8%,u,24%,u,-3%&0%,-23%&-14%,COC(=O)c1ccc([C@@H](O)[C@H](C)C(=O)CC(=O)OC(C)(C)C)cc1

# Screening results: PubChem, National Center for Advancing Translational Sciences (NCATS)
